ABHD5 PLIN5 PPI: inhibitors of human ABHD5-perilipin-5 interaction; Q00G26+Q8WTS1; Split G. princeps luciferase complementation, luminescence, 4 h; inhibition, % at 4 µM; 360,000 tested, 0.78% active; AID 602281;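 active = inhibition above the mean inhibition across every tested compound plus 3 SD, cut at about 22% in these data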;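 also: 0% = DMSO only wells and the 100% control is not disclosed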
ABCB6 inh 2: human ABCB6 transporter inhibition. 360,000 tested, 0.19% active. Q9NP58. fluorescence ratio to DMSO, % at 10 µM. K562-ABCB6 porphyrin accumulation, flow cytometry, 1 h; hits give low values;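 active = fluorescence ratio to DMSO below 75%, the collection mean minus 3 SD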;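 also: signal is porphyrin accumulated inside mitochondria; 100% equals median channel fluorescence of DMSO control wells; lower ratio means ABCB6 inhibition with less porphyrin fluorescence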
Cardio protect: protects H9c2 cardiomyocytes from peroxide injury | H2O2 injury protection, ATPLite, 2 h | protection from H2O2 cell death, % at 20 µM | 360,000 tested, 0.63% active;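 active = compounds giving at least 50% protection of heart cells from peroxide-induced death in the single-dose screen, raw or plate-pattern-corrected value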;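 also: 0% = DMSO wells with peroxide and 100% = DMSO wells without peroxide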
Exocytosis inh: lytic granule exocytosis inhibition; 360,000 tested, 0.66% active; inhibition, % at 10 µM; TALL-104 LAMP-1 surface exposure, flow cytometry; cells stimulated with thapsigargin and PMA; AID 651702;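 active = inhibition above about 55%, limit read from the data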
N-glyco inh: N-linked glycosylation inhibition | D54 ERlucT glycosylation luciferase reporter, 24 h; percent of 100 nM tunicamycin response | reporter increase, % at 12.5 µM | 360,000 tested, 0.23% active | AID 588692;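 active = mean luciferase reporter signal, scaled so untreated is 0 and the glycosylation-blocking control 100, at or above a set limit in every replicate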;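 also: luciferase carries N-glycosylation sites so blocking glycosylation raises the light; 0% = median of neutral control wells and 100% = median of 100 nM tunicamycin wells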
aDG glyco up: increases alpha dystroglycan glycosylation; Pro5-aDG cells, alpha-DG glycosylation AlphaScreen (IIH6); 0% Pro5, 100% B10-LARGE cell signal; activation, % at 10 µM; 360,000 tested, 0.22% active; AID 624168;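 active = activation of at least 8% versus controls, or a plate z-score of at least 8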;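 also: Pro5 are CHO cells carrying HIG-tagged alpha-DG that lacks glycosylation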
MC4R antagonist: blocks human MC4R cAMP signaling; P32245; MC4R-expressing cells, MTII-stimulated cAMP, LANCE TR-FRET; inhibition, % at 6.5 µM; 360,000 tested, 0.48% active;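 active = inhibition above its plate's cutoff, the mean of tested wells on that plate plus 3 SD, cut at about 29% in these data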;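 also: 0% = Melanotan II alone and 100% = Melanotan II plus saturating MCL0020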
Target sequence (P32245 whole entry, looked up): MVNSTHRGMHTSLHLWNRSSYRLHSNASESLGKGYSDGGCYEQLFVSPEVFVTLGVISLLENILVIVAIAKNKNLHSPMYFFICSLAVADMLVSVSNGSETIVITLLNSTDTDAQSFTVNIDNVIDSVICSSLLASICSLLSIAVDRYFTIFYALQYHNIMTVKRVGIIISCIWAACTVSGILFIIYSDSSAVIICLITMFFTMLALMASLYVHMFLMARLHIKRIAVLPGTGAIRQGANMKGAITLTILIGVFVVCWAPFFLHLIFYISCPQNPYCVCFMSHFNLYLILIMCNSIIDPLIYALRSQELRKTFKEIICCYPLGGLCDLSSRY
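Assay system: U2OS cells stably expressing human melanocortin 4 receptor (MC4R) / Dosing: 6.5 µM / Timing: compound 30 min, challenge 1 h, detection 1 h / Measured by: Eu-cAMP/anti-cAMP TR-FRET, emission 671 nm / Replicates: singlicate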
MC4R ag barr: human MC4R agonism via beta-arrestin | U2OS MC4R beta-arrestin complementation, luminescence; percent of melanotan II response, DMSO zero | activation, % at 8.9 µM | 360,000 tested, 0.98% active;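 active = activation above a per-plate cutoff, the mean activation of sample wells on that plate plus 3 SD, cut at about 8% in these data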
iPSC survival up: enhancers of human iPSC single-cell survival; hiPSC single-cell survival, ATPlite luminescence; 100% = ROCK inhibitor wells, 0% = DMSO; survival enhancement, % at 20 µM; 360,000 tested, 0.044% active; AID 602274; in the data active = survival enhancement above about 18%;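 also: cells exposed to compounds for 16 hours before the ATP read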
m5-HT2A agonist: mouse HTR2A agonism via beta-arrestin recruitment | 360,000 tested, 0.66% active | CHO-K1 mHTR2A beta-arrestin complementation, luminescence; percent of 30 µM serotonin response | activation, % at 7.6 µM | P35363;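 active = activation above a run cutoff, the mean activation of all tested compounds plus 3 SD, cut at about 14% in these data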;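 also: 0% = plate median of compound wells and 100% = 30 µM serotonin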
Target sequence (P35363 whole entry, looked up): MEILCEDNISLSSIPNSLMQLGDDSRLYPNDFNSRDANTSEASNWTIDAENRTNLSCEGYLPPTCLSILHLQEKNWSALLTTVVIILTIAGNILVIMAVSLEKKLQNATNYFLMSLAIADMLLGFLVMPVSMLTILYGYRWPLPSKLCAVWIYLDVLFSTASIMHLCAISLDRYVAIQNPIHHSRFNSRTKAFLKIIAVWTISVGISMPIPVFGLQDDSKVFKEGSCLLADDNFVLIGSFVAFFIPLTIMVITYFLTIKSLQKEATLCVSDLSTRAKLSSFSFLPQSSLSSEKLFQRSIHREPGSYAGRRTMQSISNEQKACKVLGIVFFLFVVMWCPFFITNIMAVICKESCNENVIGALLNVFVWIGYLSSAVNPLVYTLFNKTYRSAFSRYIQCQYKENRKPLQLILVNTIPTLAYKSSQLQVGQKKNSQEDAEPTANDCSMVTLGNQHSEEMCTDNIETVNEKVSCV
* marks the source's active call; other numbers are inactive results; nt = no result given.

| item | SMILES | m5-HT2A agonist | MC4R ag barr | MC4R antagonist | ABCB6 inh 2 | iPSC survival up | N-glyco inh | aDG glyco up | Exocytosis inh | Cardio protect | ABHD5 PLIN5 PPI |
| --- | --- | --- | --- | --- | --- | --- | --- | --- | --- | --- | --- |
| 1 | CN(C)CCOc1ccc(Cl)cc1C(C)(C)C | -11 | -0.8 | 13 | 98 | -0.2 | -3 | 0.1 | -2 | 0 | 5 |
| 2 | CN(CCC#N)C(=O)COC(=O)c1nn(-c2ccccc2)c(=O)c2ccccc12 | -2 | -1.9 | 16 | 92 | -0.8 | 0 | 0.6 | 0 | 6 | -1 |
| 3 | CCOC(=O)c1c(NC(=O)CNC2CCCCC2)sc(C)c1C | -1 | 1.3 | 6 | 94 | 0.8 | -3 | 0.1 | 0 | -8 | 3 |
| 4 | CN1CCN(C(=O)c2ccc(CS(=O)Cc3ccc(Cl)cc3)o2)CC1 (stereo not drawn) | -7 | -1.5 | -6 | 100 | -0.4 | 1 | 0.1 | 1 | 6 | -3 |
| 5 | C[C@H](NC(=O)[C@H]1N2C(=O)c3ccccc3C2SC1(C)C)C(=O)N1CCCCC1 (stereo partly drawn) | 7 | 1.4 | -2 | 95 | -0.3 | 1 | 0.1 | 2 | 0 | -4 |
| 6 | COc1ccc2[nH]c(=O)c(CN(Cc3cccnc3)Cc3nnnn3CC3CCCO3)cc2c1 (stereo not drawn) | 1 | -0.2 | 8 | 93 | -0.7 | 3 | 0.3 | 1 | 13 | -1 |
| 7 | CCN(CC)S(=O)(=O)c1ccc2nc(NC(=O)c3ccco3)sc2c1 | 6 | -2.0 | -8 | 98 | -0.5 | -1 | -0.1 | -2 | -1 | 0 |
| 8 | CSc1ccc(/C=N/NC(=O)c2ccc(O)cc2)cc1 | -2 | 1.6 | 3 | 107 | -2.5 | -3 | 0.1 | 2 | -21 | -4 |
| 9 | O=C1CCCC[C@@H](CO)[C@H](O)C[C@H](c2ccccc2)O1 | 13 | nt | nt | 100 | -0.8 | nt | 1.6 | 3 | nt | -4 |
| 10 | CCOC(=O)c1ccc(N2C(=O)CC(Nc3ccc(CCO)cc3)C2=O)cc1 (stereo not drawn) | 0 | 6.4 | 18 | 96 | -1.6 | 1 | 0.2 | -2 | -1 | -7 |
| 11 | O=C(CSc1ncnc2c1nnn2Cc1ccccc1)NC1CCCCC1 | 2 | -3.3 | 8 | 92 | -0.4 | 1 | 0.1 | 7 | 7 | 1 |
| 12 | O=C(Nc1ccccc1Cl)c1cc(C2CCCCN2C(=O)C2CCCCC2)on1 (stereo not drawn) | 2 | -0.7 | 4 | 98 | -0.6 | -4 | 0.0 | -4 | -13 | -9 |
| 13 | O=C(NCCSSCCNC(=O)c1ccccc1)c1ccccc1 | 4 | -1.0 | -9 | 99 | -1.1 | 3 | 0.1 | 9 | -7 | -27 |
| 14 | CCN(CC)C(=O)C(=O)N/N=C/c1cccs1 | -1 | -0.3 | -3 | 106 | -2.3 | 0 | -0.1 | -1 | -11 | 9 |
| 15 | Cc1ccc(S(=O)(=O)Nc2cc3c4c(c2)C(C)C(=O)N4CCC3)cc1 (stereo not drawn) | -1 | 2.3 | -5 | 102 | -0.4 | 0 | -0.1 | -4 | 1 | -1 |
| 16 | COCCCn1c(=O)c2ccccc2n(CC(=O)N2CCCc3ccccc32)c1=O | 1 | 2.8 | 11 | 174 | -0.6 | -3 | 0.0 | -3 | 4 | 5 |
| 17 | COCc1cc(=O)[nH]c(/N=C(\N)Nc2ccc(Cl)c(Cl)c2)n1 | 1 | 0.0 | -5 | 100 | 0.3 | 8 | 0.0 | 4 | 8 | 5 |
| 18 | Cc1ccc(C)n1CCN1CCN(C(=O)c2ccc(Cl)cc2)CC1 | -1 | 0.0 | 16 | 97 | 0.7 | 0 | 0.1 | 2 | -1 | -5 |
| 19 | COC(=O)CNC(=O)c1ccccc1F | -2 | 1.2 | 6 | 103 | 0.6 | 0 | 0.0 | -2 | 5 | 7 |
| 20 | COc1ccc(CCNCCC(c2ccccc2)c2ccccc2)cc1OC | -4 | 0.2 | -5 | 98 | -4.2 | 2 | 2.4 | 15 | 3 | 1 |
| 21 | CCC(=O)c1cn(CC(=O)Nc2cccc(C)c2)c2ccccc12 | 3 | -0.2 | -1 | 94 | 1.8 | 0 | 0.1 | -9 | -3 | 3 |
| 22 | CCOc1ccc(Cc2c(C)[nH]c3ccc(C(=O)O)cc3c2=S)cc1 | 3 | -1.7 | 4 | 94 | -0.4 | 1 | -0.1 | -6 | 3 | -3 |
| 23 | Cc1cc(C)n2c(Nc3ccc4c(c3)OCCO4)c(-c3ccc(F)cc3)nc2n1 | 3 | nt | nt | 100 | -0.7 | nt | -0.3 | 7 | nt | 16 |
| 24 | O=C1Nc2ccc([N+](=O)[O-])cc2C1=Nc1cccc(CO)c1 | -3 | 2.0 | -19 | 111 | -3.8 | 1 | -0.1 | 3 | 8 | -9 |
| 25 | Cc1ccccc1CN1CCN(CC(=O)NCc2ccco2)C1=O | -2 | -2.0 | 2 | 89 | 3.2 | -2 | -0.2 | -1 | 4 | 12 |
| 26 | O=C(CCc1ccccc1)N=C1SC2CS(=O)(=O)CC2N1c1cccc(F)c1 (stereo not drawn) | -6 | 2.0 | 0 | 101 | 0.0 | 0 | -0.3 | -4 | -1 | -6 |
| 27 | Cc1ccc(CN2C(=O)CCC2(C)C(=O)NCc2cccnc2)cc1 (stereo not drawn) | 11 | -1.5 | 7 | 94 | -0.1 | 1 | 4.2 | -2 | 23 | 3 |
| 28 | COc1ccc(/C(=N\O)c2nccc3cc(OC)c(OC)cc23)cc1OC | 25* | -2.7 | -2 | 96 | -0.6 | 4 | -0.2 | 12 | 1 | -1 |
| 29 | COc1ccc(CCn2c(C)c(C(C)=O)c(C(C)=O)c2C)cc1OC | 1 | 0.5 | -1 | 101 | -0.1 | 0 | 2.7 | -4 | -1 | 2 |
| 30 | CCC[C@H]1COCCS(=O)(=O)N1Cc1ccccc1F | -1 | 1.2 | -1 | 97 | -1.5 | 1 | 0.2 | -5 | -2 | -4 |
| 31 | Cc1cc(C(=O)Nc2ccc3c(c2)OCCO3)co1 | 2 | 1.0 | 9 | 94 | -1.9 | -8 | -0.1 | -5 | -13 | 1 |
| 32 | S=c1[nH]nc(COc2ccccc2)n1C1CCCCC1 | -1 | 3.6 | 13 | 90 | -1.6 | 3 | 0.3 | -1 | -9 | -24 |

The final four records of the section before open the next one.
| item | SMILES | m5-HT2A agonist | MC4R ag barr | MC4R antagonist | ABCB6 inh 2 | iPSC survival up | N-glyco inh | aDG glyco up | Exocytosis inh | Cardio protect | ABHD5 PLIN5 PPI |
| --- | --- | --- | --- | --- | --- | --- | --- | --- | --- | --- | --- |
| 29 | COc1ccc(CCn2c(C)c(C(C)=O)c(C(C)=O)c2C)cc1OC | 1 | 0.5 | -1 | 101 | -0.1 | 0 | 2.7 | -4 | -1 | 2 |
| 30 | CCC[C@H]1COCCS(=O)(=O)N1Cc1ccccc1F | -1 | 1.2 | -1 | 97 | -1.5 | 1 | 0.2 | -5 | -2 | -4 |
| 31 | Cc1cc(C(=O)Nc2ccc3c(c2)OCCO3)co1 | 2 | 1.0 | 9 | 94 | -1.9 | -8 | -0.1 | -5 | -13 | 1 |
| 32 | S=c1[nH]nc(COc2ccccc2)n1C1CCCCC1 | -1 | 3.6 | 13 | 90 | -1.6 | 3 | 0.3 | -1 | -9 | -24 |
| 33 | CCn1c(C2CCN(Cc3ccccc3)CC2)n[nH]c1=S | 4 | 1.4 | 5 | 99 | 0.0 | 1 | 0.0 | 0 | -3 | -5 |
| 34 | COc1ccc(-c2ccc3sc4ccccc4c(=O)c3c2)cn1 | 9 | -1.5 | 3 | 103 | -3.8 | -10 | 0.2 | -8 | -25 | 8 |
| 35 | O=C(OCc1ccc(Br)cc1)c1cccc(-c2nnc(-c3ccccc3)o2)c1 | 0 | -0.6 | -3 | 95 | 1.8 | -1 | -0.1 | -2 | -2 | 0 |
| 36 | COc1ccc(CCNc2nc(C)c(C(C)=O)s2)cc1OC | 0 | 1.9 | 22 | 102 | -0.2 | 0 | 0.2 | -8 | 1 | -7 |
| 37 | CSc1ccccc1NC(=O)CN(C)CC(=O)Nc1ccccc1N1CCOCC1 | 2 | -0.3 | 5 | 95 | -0.3 | 3 | 0.0 | -4 | -2 | 3 |
| 38 | Cc1nc(NCCCO)c(C#N)c2c1COC(C)(C)C2 | 2 | 2.3 | 7 | 97 | 0.8 | 1 | -0.3 | -3 | 0 | 2 |
| 39 | Cc1cc2nc(C(C)(C)C)c(CC3CCCCC3)n2c(C)c1Br | -1 | nt | nt | 100 | -1.3 | nt | -0.1 | -2 | nt | -1 |
| 40 | COc1ccc(CN(C)C(=O)Cc2ccc(OC)c(S(=O)(=O)N3CCOCC3)c2)cc1OC | -10 | -2.4 | 8 | 97 | 0.3 | -1 | 0.1 | 2 | 6 | 2 |
| 41 | C[C@H]1COC(=O)[C@@H](CC(=O)OC(C)(C)C)C/C=C\C[C@@H](CC(=O)N(CCO)Cc2ccccc2)C(=O)N1 | 11 | 0.3 | 4 | 98 | 0.3 | 0 | -0.2 | -8 | -4 | -1 |
| 42 | CCOCCCn1c(=S)[nH]c2cc(C(=O)NCC(OC)OC)ccc2c1=O | 0 | -1.4 | -4 | 98 | 0.1 | 2 | -0.1 | 0 | 3 | 0 |
| 43 | O=C(Cn1cnc2ccccc21)Nc1cccc(S(=O)(=O)N2CCCC2)c1 | -6 | 1.3 | 9 | 94 | 0.2 | 2 | 0.5 | 0 | -22 | 2 |
| 44 | CCS(=O)(=O)Nc1cccc(C2=NN(C(=O)c3ccco3)C(c3ccco3)C2)c1 (stereo not drawn) | 9 | -1.1 | -20 | 100 | -0.6 | 15 | -0.1 | 3 | 10 | 1 |
| 45 | Cc1c(NC(=O)/C(C#N)=C\c2cccs2)c(=O)n(-c2ccccc2)n1C | 1 | -2.5 | 4 | 101 | -1.2 | 1 | -0.2 | -3 | 4 | -1 |
| 46 | NC1C2CN(c3nc4c(cc3F)c(=O)c(C(=O)O)cn4-c3ccc(F)cc3F)CC12 (stereo not drawn) | -1 | 0.3 | -5 | 100 | 0.9 | 0 | -0.2 | 9 | 0 | 8 |
| 47 | O=C(CCNS(=O)(=O)c1cccs1)NCc1ccco1 | 3 | 1.6 | 9 | 95 | -2.2 | -1 | -0.1 | 1 | 2 | 2 |
| 48 | C[C@@H]1CN([C@H](C)CO)C(=O)c2c(c3ccccc3n2C)-c2ccccc2CO[C@@H]1CN(C)C(=O)Nc1ccc2c(c1)OCO2 | 6 | 1.8 | 20 | 98 | 2.9 | 0 | 0.2 | 0 | 6 | -6 |
| 49 | CCCN(CCC)CCCNC(=O)Cn1cnc2sc(C)c(S(=O)(=O)N3CCC(C)CC3)c2c1=O | -1 | -1.2 | 6 | 88 | 0.7 | 0 | -0.2 | 0 | 2 | 3 |
| 50 | CC1CCN(CC(O)COc2cccc(F)c2)CC1 (stereo not drawn) | -2 | -0.9 | 6 | 106 | 3.9 | 2 | 0.0 | -4 | 1 | 1 |
| 51 | CC1CN(c2nc3ccccc3cc2-c2ccccc2)CC(C)O1 (stereo not drawn) | 1 | -1.0 | 19 | 92 | 0.7 | 9 | -0.6 | -2 | -8 | -3 |

High-throughput results as filed in PubChem BioAssay.
